# Compound activity deposited in PubChem by National Center for Advancing Translational Sciences (NCATS).
# EPAC2 antag = qHTS for Antagonist of cAMP-regulated guanine nucleotide exchange factor 2 (EPAC2): primary screen; AID 720708, 2013; Rap guanine nucleotide exchange factor 4 (Homo sapiens), Q8WZA2; EPAC2 GEF exchange of Rap1B-BODIPY-GDP, fluorescence; Potency, µM (series often up to 114 µM), for the others: top-dose activity, negative = inhibition, most hits filed as inhibitors; hit rate 0.18% among 360,000; further: potency means the concentration at half of the fitted maximal effect; on the % scale 0 is the no-effect control and ±100 the full control effect; nearly all actives have a fitted effect of over 45% in size; many of its hits are not listed in these tables
# Target sequence (Q8WZA2 whole entry, looked up): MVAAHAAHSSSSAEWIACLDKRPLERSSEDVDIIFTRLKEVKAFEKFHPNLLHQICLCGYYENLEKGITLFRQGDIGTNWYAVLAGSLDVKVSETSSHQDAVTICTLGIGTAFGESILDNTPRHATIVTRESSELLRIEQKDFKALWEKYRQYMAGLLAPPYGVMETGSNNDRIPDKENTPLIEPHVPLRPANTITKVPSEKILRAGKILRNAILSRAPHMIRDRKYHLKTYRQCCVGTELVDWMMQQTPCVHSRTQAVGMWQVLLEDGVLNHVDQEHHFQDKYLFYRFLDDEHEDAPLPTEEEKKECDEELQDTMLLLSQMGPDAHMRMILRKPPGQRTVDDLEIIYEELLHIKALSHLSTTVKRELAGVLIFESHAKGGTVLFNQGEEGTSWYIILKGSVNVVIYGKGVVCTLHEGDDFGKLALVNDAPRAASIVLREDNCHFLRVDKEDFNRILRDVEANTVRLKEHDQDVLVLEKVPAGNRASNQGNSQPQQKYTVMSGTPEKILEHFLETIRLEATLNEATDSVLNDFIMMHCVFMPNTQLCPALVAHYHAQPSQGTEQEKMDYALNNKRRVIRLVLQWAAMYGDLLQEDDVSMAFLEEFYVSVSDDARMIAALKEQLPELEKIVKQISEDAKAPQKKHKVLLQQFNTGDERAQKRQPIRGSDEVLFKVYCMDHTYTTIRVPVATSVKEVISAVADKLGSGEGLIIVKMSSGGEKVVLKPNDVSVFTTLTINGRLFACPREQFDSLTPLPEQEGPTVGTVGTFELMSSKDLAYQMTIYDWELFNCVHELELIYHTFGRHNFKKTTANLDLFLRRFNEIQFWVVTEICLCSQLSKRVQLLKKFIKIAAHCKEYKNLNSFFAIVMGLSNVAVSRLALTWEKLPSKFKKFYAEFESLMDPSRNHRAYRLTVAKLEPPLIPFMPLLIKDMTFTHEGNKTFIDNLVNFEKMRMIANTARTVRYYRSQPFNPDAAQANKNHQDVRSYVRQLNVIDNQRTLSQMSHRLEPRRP
# pAkt inh = HTS Assay for Inhibitors of Akt Phophorylation: Primary Screen; Neuro2A IGF-stimulated pAkt S473 HTRF, 20 min; active compounds read low; activity change, % for hits at 50 µM; hit rate 0.32% among 360,000; in the data active means activity change below about -80%; inconclusive means mostly about -51% to -80%; further: on the % scale 0 is the no-effect control and ±100 the full control effect
#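 Single-point screen (50 µM final compound) in Neuro2A cells stimulated 20 min with 6 nM IGF at 37 deg C. After lysis, Ser473-phosphorylated Akt read by HTRF (ex 330 nm, em 615/665 nm) as the 665/615 ratio.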
# EPAC2 ag = qHTS for Agonist of cAMP-regulated guanine nucleotide exchange factor 4 (EPAC2): primary screen. AID 720711, 2013. Rap guanine nucleotide exchange factor 4 (Homo sapiens), Q8WZA2. Potency, µM (doses to about 154 µM), inactives show at the highest dose activation, most hits filed as activators. hit rate 0.079% among 360,000. EPAC2 activation, biochemical qHTS; response scale: 100% = 6.5 mM cAMP response; further: potency means the concentration at half of the fitted maximal effect; nearly all actives have a fitted effect of over 50% in size
#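 Compounds were titrated in qHTS against a Rap1B-BODIPY-GDP (250 nM) complex with EPAC2 (100 nM) and GDP (50 uM). BODIPY-GDP release tracked at 480/540 nm over 30 min at room temperature, normalized to 6.5 mM cAMP.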
# CCT modulator = High-Throughput Screening for Modulators of Cytosolic Chaperonin Activity. purified chaperonin ATPase assay, HTRF ADP detection, 30 min. activity change, % (test concentration not listed), hits read low. hit rate 0.3% among 360,000. AID 651819, 2012; in the data active means activity change below about -30%; further: on the % scale 0 is the no-effect control and ±100 the full control effect
#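 Enzyme 40 or 20 nM (batch-dependent) in Tris pH 7.4/KCl/MgCl2/DTT; cpd 76 uM single point; ATP 10 uM; 30 min 37 °C; Transcreener ADP HTRF detection, 30 min RT; ratio 665/615.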
# A549 viability = Nrf2 qHTS screen for inhibitors: counterscreen for cytotoxicity; hit rate 0.16% among 390,000; Potency, µM (doses to about 46 µM), without a hit: top-dose activity change, negative = cytotoxicity, most hits filed as inhibitors; A549 ARE-Fluc cells, CellTiter-Fluor viability, 18-24 h; further: potency means the concentration at half of the fitted maximal effect; on the % scale 0 is the no-effect control and ±100 the full control effect
#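 A549 ARE_Fluc cells in 5% FBS OPTI-MEM were exposed to compounds in concentration-response for 18-24 h at 37 deg C. Viability was read by CellTiter-Fluor fluorescence (Ex 405/Em 525) after 30 min, before the luciferase read.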
# Mm-Cpn inhibitor = Inhibitors of TCP-1 ring complex (TRiC) of Methanococcus maripaludis (MmCpn): qHTS; hit rate 0.031% among 330,000; Chaperonin Mm-Cpn (Methanococcus maripaludis); AID 504842, 2011; Potency, µM (series often up to 76.9 µM), for inactives: at the highest dose activity, negative = inhibition, most hits filed as inhibitors; purified Mm-Cpn ATPase, ADP Transcreener TR-FRET; further: potency means the concentration at half of the fitted maximal effect; on the % scale 0 is the no-effect control and ±100 the full control effect; nearly all actives have a fitted effect of over 80% in size
#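 25 nM Mm-CPN + cpd, 10 min 37°C; + 10 uM ATP, 30 min 37°C; buffer 30 mM Tris pH 7.4, 100 mM KCl, 5 mM MgCl2, 1 mM DTT; Transcreener ADP HTRF detection 30 min RT.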
# Nrf2 inh = Nrf2 qHTS screen for inhibitors. A549 ARE-Fluc reporter, luciferase luminescence, 18-24 h. Potency, µM (highest dose often 46 µM), for inactives: top-dose activity change, negative = inhibition, hits mostly inhibitors. hit rate 2.1% among 360,000. AID 504444, 2011; further: potency means the concentration at half of the fitted maximal effect; on the % scale 0 is the no-effect control and ±100 the full control effect; nearly all actives have a fitted effect of over 60% in size
#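 Concentration-response testing used A549 ARE_Fluc cells at 5000 cells/well. Following an 18-24 h compound incubation, viability was read by fluorescence (Ex 405/Em 525) and luciferase output by luminescence.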
# TGFb SMAD3 inh = qHTS for Inhibitors of TGF-b | HepG2 CAGA-GFP TGF-b/SMAD3 reporter, GFP fluorescence, 18 h; TGF-beta stimulated, 500 pg/mL final | Potency, µM (top dose mostly 46.1 µM), inactives show top-dose activity, negative = inhibition, hits mostly inhibitors | hit rate 1.2% among 410,000 | AID 588855, 2011; further: potency means the concentration at half of the fitted maximal effect; on the % scale 0 is the no-effect control and ±100 the full control effect; nearly all actives have a fitted effect of over 65% in size
#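 GFP signal (ex488/em500-530) from TGF-beta-stimulated HEPG2 CAGA-GFP cells, 500 pg/mL final, 18 h at 37 degrees C in DMEM plus 1% FBS, normalized to unstimulated and DMSO-stimulated controls.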
# Nrf2 ARE act = qHTS of Nrf2 Activators | AREc32 ARE-luciferase reporter (MCF7-derived line), luminescence, 24 h | Potency, µM (top dose mostly 46.1 µM), for the others: at the highest dose activation, actives largely listed as activators | hit rate 0.31% among 410,000; further: potency means the concentration at half of the fitted maximal effect; % of control where 0% means no effect; nearly all actives have a fitted effect of over 65% in size
#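 AREc32 cells carrying an ARE-driven firefly luciferase, 1000 cells/well in OPTI-MEM with 5% FBS, dosed after overnight attachment and incubated 24 hr at 37 deg C. Steady-Glo luminescence read after 30 min at RT.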
# An asterisk follows results filed as active; i = inactive; ? = inconclusive; . = no result given; [ ] = remark or other dose. Unless noted, the call rests on the fitted dose curve; in most records, active means well fitted curve in the direction sought with a large enough effect; inconclusive means small, poorly fitted or top-dose-only effect, or another doubt; inactive means no such curve, though single readings can be large; an effect the other way counts as inactive or inconclusive.
SMILES	EPAC2 antag	pAkt inh	EPAC2 ag	CCT modulator	A549 viability	Mm-Cpn inhibitor	Nrf2 inh	TGFb SMAD3 inh	Nrf2 ARE act
Cc1cccc(CC(=O)Nc2cccnc2)c1	-2%	i	8%	0.6	8%	1%	3%	1%	5.5%
O=C(OCC(=O)c1ccc[nH]1)c1ccc(S(=O)(=O)N2CCCCCC2)cc1	-3%	i	10%	1.3	0%	-1%	.	-4%	-0.7%
CC(C)C[C@@H](CN1CCC[C@H]1CN1C(=O)C(=O)NC[C@@H]1Cc1ccccc1)N1C[C@H](Cc2ccccc2)N(CC2CCCCCC2)C(=O)C1=O	4%	i	-11%	-0.5	.	.	.	.	-2.8%
COc1cc(OC)c2c(-c3ccccc3)cc(=O)oc2c1C(CC(=O)N1CCCC1)c1ccc2c(c1)OCO2 (stereo not drawn)	-28%	i	24%	-0.9	?	0%	?	?	9.6%
CCn1cc(CNC(=O)/C=C/c2ccc([N+](=O)[O-])cc2)cn1	-6%	i	3%	-1.9	7%	-3%	-2%	-3%	0.2%
COc1ccc(/C=C/C(=O)OCC(=O)NC(=O)NC(C)(C)C)cc1	-1%	i	-3%	-4.6	-1%	2%	13%	-3%	3.6%
O=C(Nc1ccc(F)c(Cl)c1)c1cc(C2CCCCN2C(=O)c2ccc3c(c2)CCO3)on1 (stereo not drawn)	3%	i	12%	-2.6	.	.	.	-10%	4.4%
CCN(CC)C(=O)[C@H]1C[C@H](CC(=O)NCCCn2ccnc2)C(=O)N2CCc3c([nH]c4cc(CCC(=O)N(C)C)ccc34)[C@]12C	8%	i	1%	0.1	2%	0%	5%	-1%	-0.2%
COC(=O)C1=C(Cn2cnc3ccccc32)NC(=O)NC1c1cc(C)ccc1C (stereo not drawn)	-4%	i	-10%	-0.9	0%	-2%	9%	10%	2.9%
COc1cc(C2NC(=O)NC(C)=C2C(=O)OC2CCCCC2)cc(Cl)c1O (stereo not drawn)	12%	i	-11%	2.7	3%	3%	11%	3%	-0.5%[9.22 µM]
Cc1ncc([N+](=O)[O-])n1Cc1ccc(F)cc1	11%	i	1%	-0.9	3%	-4%	-6%	7%	3.3%
COc1cc(NS(=O)(=O)c2ccc(NC(=S)NC(=O)c3sc4ccccc4c3Cl)cc2)nc(OC)n1	-1%	i	7%	-2.2	-1%	-14%	5%	0%	2.2%
CC1CN(C(=O)CSc2nc(N)c(NC(=O)c3ccc(C(F)(F)F)cc3)c(=O)[nH]2)CC(C)O1 (stereo not drawn)	-7%	i	5%	0.1	.	.	.	-18%	-1.9%
Cc1ccccc1-c1nc2sc(-c3ccccc3)cc2c(=O)o1	-4%	i	3%	-1.6	1%	-5%	9%	-19%	-0.5%
CCOc1ccc(Oc2ccc(-c3nnc(-c4ccccc4)o3)cc2[N+](=O)[O-])cc1	-3%	i	-2%	-0.7	-9%	-2%	0%	5%	0.3%
Cc1c(Cl)cccc1Nc1nc(N)nc(CSc2ncccn2)n1	-4%	i	0%	0.2	0%	0%	5%	1%	4.5%
CCOc1cc(/C=C(\C#N)c2[nH]nc(N)c2C#N)ccc1O	5%	i	2%	-1.3	-8%	-3%	25%	?	6.8%
Cc1ccc2nc(-c3ccc(N4CCOCC4)cc3)c(Nc3ccccc3C)n2c1	.	.	.	.	-14%	.	?	-2%	0.7%
CCOC(=O)c1ccccc1N/C=C1\CCCC1=O	-2%	i	0%	-0.9	19%	1%	23%	6%	6.0%
CN(C)c1nc(N)nc(Cn2ccnc2)n1	12%	i	6%	1.5	0%	1%	12%	4%	-0.2%
O=C(COC(=O)/C(=C/c1cccs1)c1cccs1)NC(c1ccccc1)c1ccccc1	2%	i	2%	-0.9	0%	-1%	-28%	13µM*	0.1%
CC(NC(=O)COC(=O)c1ccc2ccccc2n1)c1ccccc1 (stereo not drawn)	-1%	i	-13%	-1.3	-12%	0%	-4%	2%	-0.9%
CCOC(=O)c1c(-c2ccc(C)cc2)csc1NC(=O)c1cc(=O)c2ccc(C)cc2o1	.	.	.	.	11%	.	15%	1%	0.3%
Cc1cc(C)n(CC(C)C(=O)O)n1 (stereo not drawn)	7%	i	1%	-2.3	7%	3%	8%	-21%	0.2%
Cc1ccc(O)c(NC(=S)NC(=O)CC(C)C)c1	-3%	i	15%	-4.7	0%	1%	2%	-4%	8.0%
COc1ccccc1NC(=S)NC(=O)Cc1ccccc1	3%	i	3%	0.0	1%	.	-24%	9%	4.9%
O=[N+]([O-])c1ccc(N2CCN(c3cccc(Cl)c3)CC2)nc1	0%	i	15%	-0.2	-7%	1%	-17%	12%	-0.3%
COc1ccc(C(=O)N[C@H](C(=O)OCC(=O)NC(=O)c2cccn2C)C(C)C)cc1	8%	i	11%	-3.5	0%	1%	1%	2%	-1.9%
CC1(C)Cc2nc3oc4c(NCc5ccccc5)ncnc4c3cc2CO1	?	i	-9%	1.5	2%	2%[15.4 µM]	3%	-1%	-0.7%
CC1(C)CC(=O)C2=C(C1)NC(=O)NC2c1ccc(Cl)cc1 (stereo not drawn)	8%	i	9%	-2.3	-2%	0%	?	-14%	-0.2%

# Sorted by the number under CCT modulator (lowest first): three of the compounds above.
Structure,CCT modulator
COc1cc(OC)c2c(-c3ccccc3)cc(=O)oc2c1C(CC(=O)N1CCCC1)c1ccc2c(c1)OCO2 (stereo not drawn),-0.9
CC(C)C[C@@H](CN1CCC[C@H]1CN1C(=O)C(=O)NC[C@@H]1Cc1ccccc1)N1C[C@H](Cc2ccccc2)N(CC2CCCCCC2)C(=O)C1=O,-0.5
CCN(CC)C(=O)[C@H]1C[C@H](CC(=O)NCCCn2ccnc2)C(=O)N2CCc3c([nH]c4cc(CCC(=O)N(C)C)ccc34)[C@]12C,0.1

# New compounds follow.
SMILES	EPAC2 antag	pAkt inh	EPAC2 ag	CCT modulator	A549 viability	Mm-Cpn inhibitor	Nrf2 inh	TGFb SMAD3 inh	Nrf2 ARE act
Cc1c(C(=O)N2CCCCC2)oc2ccc(Br)cc12	?	i	4%	-1.3	1%	-1%	?	0%	3.9%
CC(=O)Nc1ccc(-c2nnc(SCc3c(C)cc(C)cc3C)n2C)cc1	-3%	i	-12%	-2.6	.	2%	-29%	16%	0.2%
COc1ccc(N(Cc2ccccc2)C(=O)CSc2nnc(Cn3nnc4ccccc43)o2)cc1	-5%	i	6%	-1.6	-21%	0%	?	-11%	3.1%
CC(C)(C)NC(=O)[C@H]1CC[C@H]2[C@@H]3CC[C@H]4NC(=O)C=C[C@]4(C)[C@H]3CC[C@]12C	-12%	i	0%	-2.2	3%	-1%	-19%	0%	-0.9%
Cc1cccc(N=C2NC(=O)/C(=C\c3cccs3)S2)c1	1%	i	-4%	-0.2	-1%	?	19%	8%	4.7%
COc1ccccc1C(=O)Nc1ccc2c(c1)CCCN2C(=O)c1cccs1	3%	i	6%	-3.0	5%	3%	-17%	-12%	6.7%
CC1(c2cccc(Br)c2)NC(=O)N(CC(=O)N2CCc3ccccc32)C1=O (stereo not drawn)	-18%	i	12%	0.3	-2%	-2%	1%	-16%	0.4%
CCOC(=O)c1scc(-c2ccccc2)c1S(=O)(=O)Nc1cc(OC)cc(OC)c1	.	.	.	.	-6%	.	?	?	0.9%
Cc1ccc(-c2nc3cc(C)c(Br)c(C)n3c2CC2CCCCC2)cc1	5%	i	13%	-0.5	.	.	.	.	6.1%
O=C(Nc1cccc(NC(=O)c2ccc([N+](=O)[O-])o2)c1)c1ccco1	6%	i	3%	-1.7	-1%	1%	18%	4µM*	?
O=C(NCc1ccccn1)Nc1cc(Cl)ccc1Cl	2%	i	4%	-0.8	-4%	?	0%	2%	0.3%
c1ccc2c(c1)Cc1ccccc1O2	8%	i	4%	0.4	3%	-2%	18%	-10%	2.0%
COc1ccc(C(=O)C2CCCN(C/C=C/c3ccccc3OC)C2)c(OC)c1 (stereo not drawn)	-3%	i	12%	0.8	-10%	-19%	-9%	?	-0.3%
CC(=O)c1ccc(NC(=O)C2C3C=CC(C3=C(c3ccccc3)c3ccccc3)C2C(=O)O)cc1 (stereo not drawn)	-22%	i	-4%	-1.0	11%	-1%	?	2%	-0.7%
COc1ccc(C(CC(=O)O)NC(=O)Nc2ccccc2)cc1OC (stereo not drawn)	-4%	i	10%	-1.6	-4%	0%	1%	18%	-0.3%
CC(C)NC(=O)C1(C)CCN1CCC(=O)c1ccccc1 (stereo not drawn)	8%	i	10%	1.5	.	.	.	-20%	?
CCOC(=O)C1=C(N)OC2=C(C(=O)CC(C)(C)C2)C1c1cc(CSc2nnnn2C)cs1 (stereo not drawn)	-2%	i	6%	-2.3	7%	?	1%	8%	2.3%
C[C@H](NC(=O)c1nc[nH]c1C(=O)OCc1ccccc1)c1ccccc1	-10%	i	-13%	-1.3	0%	0%	-28%	0%	-0.6%
CCCCCCC(C)n1[nH]c(=O)cc1N (stereo not drawn)	0%	i	9%	-0.1	5%	1%	-10%	?	0.1%

# Only part of the results is shown; count on the stated rates, not on these rows.
